zfTRPN1 agonist – agonists of zebrafish TRPN1 channel; HEK293 zebrafish TRPN1-YFP, Fluo-8 calcium fluorescence; 100% = response to 87 µM carbachol; activation, % at 3 µM; 220,000 tested, 0.18% active; AID 1424;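 active = activation above its plate's cutoff, the mean activation of test wells on that plate plus 3 SD, cut at about 19% in these data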;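 also: 0% = DMSO alone and 100% = 87 µM carbachol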
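Material – zebrafish TRPN1-YFP in HEK293 cells · Doses – 3 µM single point · Schedule – dye 1 h 37 °C plus 30 min RT · Signal – Fluo-8 calcium fluorescence, excitation 470-495 nm, emission 515-575 nm · Read-out – % activation versus carbachol response · Control set – carbachol high, DMSO low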
PGE2 EP2 inh – EP2 receptor (human) inhibition | C6 glioma cells expressing human EP2, cAMP TR-FRET; cells stimulated with saturating PGE2 | 260,000 tested, 0.52% active | inhibition, % at 25 µM | AID 1422 | P43116;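 active = percent inhibition above 40 after rounding to a whole number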;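 also: rat C6 glioma host cells with rolipram phosphodiesterase inhibitor present; the protocol text gives 20 µM as final concentration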
Target sequence (P43116 whole entry, looked up): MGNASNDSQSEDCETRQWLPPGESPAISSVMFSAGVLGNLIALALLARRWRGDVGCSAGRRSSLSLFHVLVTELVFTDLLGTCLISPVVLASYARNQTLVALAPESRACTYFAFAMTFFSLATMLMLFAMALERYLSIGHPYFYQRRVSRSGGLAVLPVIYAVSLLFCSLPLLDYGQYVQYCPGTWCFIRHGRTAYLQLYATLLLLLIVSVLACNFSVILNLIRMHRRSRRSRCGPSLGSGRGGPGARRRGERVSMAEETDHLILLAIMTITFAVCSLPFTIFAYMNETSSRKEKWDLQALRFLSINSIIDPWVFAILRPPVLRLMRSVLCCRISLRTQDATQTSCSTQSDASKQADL
NPY1 pot ag – potentiators or agonists of human neuropeptide Y receptor Y1; NPY-Y1 expressing cells, potentiator/agonist activation; activation, % at 3.6 µM; 220,000 tested, 0.37% active; in the data active = activation above about 33%, passing the limit was not always enough;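 also: cells stimulated with NPY at EC10 then isoproterenol at EC100; 0% = low agonist plus stimulus and 100% = saturating agonist plus stimulus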
Target sequence (P25929 whole entry, looked up): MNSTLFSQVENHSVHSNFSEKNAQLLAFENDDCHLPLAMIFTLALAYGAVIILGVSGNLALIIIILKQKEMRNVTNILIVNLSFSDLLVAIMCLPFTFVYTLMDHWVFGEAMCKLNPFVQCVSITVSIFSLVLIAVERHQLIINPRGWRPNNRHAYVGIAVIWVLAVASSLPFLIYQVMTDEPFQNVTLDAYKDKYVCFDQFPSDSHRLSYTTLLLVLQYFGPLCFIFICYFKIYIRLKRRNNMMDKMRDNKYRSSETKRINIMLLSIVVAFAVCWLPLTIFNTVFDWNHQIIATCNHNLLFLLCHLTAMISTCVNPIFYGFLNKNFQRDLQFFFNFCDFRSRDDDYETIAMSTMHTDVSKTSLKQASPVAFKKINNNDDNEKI
CHOP inhibitor – inhibitors of CHOP induction in ER stress response; CHO-K1 CHOP-promoter luciferase, tunicamycin-induced, 15-18 h; inhibition, % at 10 µM; 220,000 tested, 3.8% active;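 active = compounds that reduced the stress-induced luciferase reporter signal by more than about 70% of percent inhibition, limit read from the data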;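 also: 0% = tunicamycin plus vehicle and 100% = wells without tunicamycin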
NPY Y1 blocker – blocks the human neuropeptide Y Y1 receptor. P25929. HEK293-CNG Y1 cells, membrane potential fluorescence; NPY at EC95, then isoproterenol. inhibition, % at 3.6 µM. 200,000 tested, 1% active;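 active = inhibition above the campaign mean inhibition of all tested compounds plus 3 SD, cut at about 20% in these data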;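 also: 0% = DMSO wells given NPY plus isoproterenol and 100% = isoproterenol alone without NPY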
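Material: HEK293 Y1/CNG channel cell line; also added: NPY (25 nM), isoproterenol (1 µM), Ro 20-1724 (25 µM); doses: one concentration, 3.6 µM, in 0.4% DMSO; schedule: compound incubation 1 h at room temperature, readout 45 min post-stimulation; technique: membrane potential fluorescence; measure: fluorescence ratio normalized to % inhibition between controls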
PPC-1+TRAIL kill – kills PPC-1 cancer cells in the presence of TRAIL. cell killing (% activity), % at 4 µM. PPC-1 cells + TRAIL, ATPLite viability luminescence. 220,000 tested, 0.41% active;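 active = cell killing above 50% in the first pass at 4 µM, then a duplicate retest at 5 µM averaging 50% or more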;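 also: plate controls were cells with TRAIL plus DMSO for no effect and medium-only wells lacking cells for full effect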
14-3-3 Bad PPI – disrupts binding of bovine 14-3-3 zeta to phospho-Bad peptide. P63103. inhibition, % at 21.7 µM. AID 781. 220,000 tested, 0.71% active. TR-FRET 14-3-3zeta/Dy647-pBad peptide displacement, 1 h;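 active = inhibition above about 70%, limit read from the data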;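 also: 0% = full 14-3-3 plus peptide FRET controls and 100% = background without 14-3-3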
Target sequence (P63103 whole entry, looked up): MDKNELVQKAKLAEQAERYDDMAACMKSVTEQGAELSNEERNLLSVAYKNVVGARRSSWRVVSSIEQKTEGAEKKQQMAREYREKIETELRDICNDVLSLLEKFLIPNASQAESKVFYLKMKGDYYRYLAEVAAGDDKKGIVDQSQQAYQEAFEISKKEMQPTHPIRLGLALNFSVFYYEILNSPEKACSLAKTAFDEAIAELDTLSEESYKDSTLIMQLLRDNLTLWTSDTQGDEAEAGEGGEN
EP2 mod – modulates human prostaglandin E2 receptor EP2 signaling. P43116. EP2-expressing cells, cAMP HTRF FRET, PGE2 co-stimulation. induction, % at 25 µM. 260,000 tested, 0.83% active;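 active = compounds whose cAMP rise, as percent of the full-agonist control response, exceeds 60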;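 also: rat C6 glioma line stably carrying human EP2 under a CMV promoter; the protocol text gives 20 µM as final concentration; 100% = response of wells given 1 µM PGE2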
TRPML3 agonist – human mucolipin-3 channel agonism. activation, % at 3 µM. 220,000 tested, 0.29% active. HEK293 TRPML3-YFP, Fluo-8 calcium fluorescence; 100% = the carbachol control signal;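 active = activation above its plate's cutoff, the mean activation of the plate's test wells plus 3 SD, cut at about 12% in these data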;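 also: 0% = DMSO only wells and 100% = carbachol wells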
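Material: TRPML3-YFP stable HEK293 cells | Dosing: One concentration, 3 µM nominal, 0.3% DMSO | Timing: 125 s total fluorescence read per well | Technique: Fluo-8 calcium dye fluorescence, ex 470-495, em 515-575 nm | Measure: Percent activation from peak-to-basal fluorescence ratio, scaled between DMSO and carbachol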
* marks the source's active call; other numbers are inactive results; x = no result given; & = joins results of further samples; [ ] = remark or other dose. An excerpt, so the mix of outcomes need not match the whole.

SMILES	zfTRPN1 agonist	PGE2 EP2 inh	NPY1 pot ag	CHOP inhibitor	NPY Y1 blocker	PPC-1+TRAIL kill	14-3-3 Bad PPI	EP2 mod	TRPML3 agonist
O=C(CCc1nc2ccccc2c(=O)[nH]1)Nc1ccc(N2CCCCC2)cc1	1.6	6	14	-8	2	37	-7	-8	0.5
COc1ccc(C2C(C#N)=C(N)N(c3cccnc3)C3=C2C(=O)CCC3)cc1Cn1cc([N+](=O)[O-])cn1 (configuration not stated)	0.1	14	-21	8	-5	15	0	17	0.1
COc1ccc(/C=C/c2noc(-c3ccccc3O)n2)cc1	-0.2	7	-20	11	0	17	-5	11	0.6
COc1cccc(NC(=S)NC2CC(C)(C)NC(C)(C)C2)c1	3.4	6	-9	7	-4	-4	5[fluorescence artefact?]	-26	0.6
Cc1ccc(-c2nnc(-n3nnc4ccccc43)c3ccccc23)cc1	1.3	4	3	-21	4	17	0	25	0.5
COC(=O)c1cc(NC(=O)c2c(Cl)cnn2C)cc(C(=O)OC)c1	-0.8	7	-21	-8	-3	25	1[fluorescence artefact?]	13	-0.3
CCCn1cc(CN2CCN(Cc3ccc(C)o3)C(CCO)C2)c(C)n1 (configuration not stated)	-0.1	2	-1	6	-1	2	-2	10	0.8
CCOC(=O)c1cnc2c(c(C)nn2CC)c1NC1CC1	-0.8	10	-10	34	2	2	0	29	0.0
Cc1ccc(Nc2nnc(C(C)(C)C)c(=O)n2N)cc1	0.5	6	-6	18	9	4	2	8	0.1
O=C(O)CCCN1C(=O)c2ccc(Oc3cccc([N+](=O)[O-])c3)cc2C1=O	-0.2	4	-4	7	5	0	2	14	0.6
CNc1nc(SCc2ccc(C)cc2)nc2c1CCCC2	-0.8	11	-12	-15	5	18	1	14	1.5
COC(=O)c1ccc(Oc2nc(C)cc(Oc3ccccc3)n2)cc1	-0.5	9	18	42	4	-6	2	59	0.6
CCOC(=O)c1cnc2c(C(=O)OC)cccc2c1NCCN1CCOCC1	1.5	8	5	-6	-5	5	-7	9	0.0
CN(CC1CCCO1)S(=O)(=O)c1ccc(C(=O)Nc2ccc3c(c2)OCO3)cc1 (configuration not stated)	0.9	13	-6	12	2	4	2	-69	0.4
CCn1c(=S)[nH]c2cc(S(=O)(=O)N3CCCCC3)ccc21	0.8	5	21	-57	2	32	8	-6	-0.2
CCOC(=O)/C(=C\c1ccc(C)cc1)NC(=O)c1ccccc1	0.0	7	-6	0	5	1	-6	25	0.0
Fc1cccc(COc2ccccc2C(=S)N2CCCC2)c1	-2.6	4	13	-27	0	4	11	34	0.1
CCOC(=O)c1[nH]c2ccccc2c1NC(=S)Nc1cccc(C)c1	-0.5	x	-43	1	8	-11	-1	60	0.1
CCC(C)N(CCNC(=O)CC1Oc2ccc(C)cc2NC1=O)C1CCCCC1 (configuration not stated)	-1.6	8	-4	15	2	3	4	7	0.5
Cc1nnc(SCC(=O)c2ccc(C(C)C)cc2)s1	0.0	3	-9	-11	5	20	-1	-18	0.5

Reprinted from the part before: 5 entries; new compounds follow.
SMILES	zfTRPN1 agonist	PGE2 EP2 inh	NPY1 pot ag	CHOP inhibitor	NPY Y1 blocker	PPC-1+TRAIL kill	14-3-3 Bad PPI	EP2 mod	TRPML3 agonist
CCOC(=O)/C(=C\c1ccc(C)cc1)NC(=O)c1ccccc1	0.0	7	-6	0	5	1	-6	25	0.0
Fc1cccc(COc2ccccc2C(=S)N2CCCC2)c1	-2.6	4	13	-27	0	4	11	34	0.1
CCOC(=O)c1[nH]c2ccccc2c1NC(=S)Nc1cccc(C)c1	-0.5	x	-43	1	8	-11	-1	60	0.1
CCC(C)N(CCNC(=O)CC1Oc2ccc(C)cc2NC1=O)C1CCCCC1 (configuration not stated)	-1.6	8	-4	15	2	3	4	7	0.5
Cc1nnc(SCC(=O)c2ccc(C(C)C)cc2)s1	0.0	3	-9	-11	5	20	-1	-18	0.5
COC(=O)c1ccc(NS(=O)(=O)c2ccccc2)o1	1.4	2	1	10	1	13	-16	31	1.5
CCc1ccc(NC(=O)c2cc(-c3ccc(F)cc3)on2)cc1	1.1	9	3	-11	-5	-1	-15	28	1.4
C/C(=N\NC(=O)CNC(=O)c1ccc2c(c1)OCO2)c1ccco1	-0.1	4	6	-4	7	22	-5	13	0.5
O=C(NCCCn1ccnc1)c1cc(-c2ccccc2)on1	2.0	5	-4	-69	-3	12	0	-28	1.1
COc1ccccc1-n1c(O)c(C=NCc2ccccn2)c2ccccc2c1=O	1.1	6	17	20	x	4	-10	3	1.0
CCCc1cc(=O)[nH]c(SCC(=O)Nc2ccc3c(c2)CCC3)n1	1.2	6	7	9	3	0	-2	3	0.6
CSCCn1c(C(C)(C)C)cc(C(=O)O)c1C	0.3	2	-4	0	x	16	-1	8	0.7
O=c1[nH]cc([N+](=O)[O-])cc1Br	1.3	5	0	-6	14	1	22	12	0.9
CCC(C)(C)n1nnnc1C(c1cc2cc(C)cc(C)c2[nH]c1=O)N1CCN(Cc2ccc3c(c2)OCO3)CC1 (configuration not stated)	-0.7	x	-12	39	8	3	1[fluorescence artefact?]	12	0.1
COc1ccc(CNC(=O)c2c(C)cc(=O)oc2C)cc1OC	2.2	7	13	15	-4	-10	-26	-9	1.2
CC1(C)CC(=O)C(C(=O)/C=C/NCCc2ccccc2)C(=O)C1	-0.2	7	-7	38	5	-2	-3	15	0.8
O=C(CSc1nnc2scc(-c3ccc(F)cc3)n12)NCc1ccco1	0.0	11	20	20	5	14	-14	25	-0.6
CC(=O)Nc1cccc(-c2nc3ccccc3c(=O)o2)c1	-1.4	15	-24	13	3	12	28	-7	-0.9
CN(CC#CC1(O)c2ccccc2-c2ccccc21)Cc1ccccc1	-0.1	7	-13	17	2	22	-16[fluorescence artefact?]	5	0.3
Cc1cc(NC(=S)N(Cc2ccc(Br)cc2)Cc2ccc(C(=O)O)cc2)ccc1Cl	-0.4	4	9	1	-10	16	-3	23	0.2
Cc1ccc2ncnc(Oc3ncccc3NC(=O)C(C)(C)C)c2c1	0.3	11	13	-1	x	5	0	-1	0.0
Cc1cc(C(=O)Nc2cccc3cccnc23)ccc1[N+](=O)[O-]	-0.5	-1	13	-11	4	5	-6	12	0.9
COc1ccc(OC)c(NC(=O)Cc2nn(C)c(=O)c3ccccc23)c1	4.6	6	12	34	1	21	3	10	2.6
CCOC(=O)c1[nH]c(C)c(C(=O)NCc2ccc(C)cc2)c1C	1.9	7	-6	14	5	3	5	-10	0.6
NS(=O)(=O)c1ccc(NC2=CC(c3ccc([N+](=O)[O-])cc3)N(c3ccc(S(N)(=O)=O)cc3)C2=O)cc1 (configuration not stated)	-0.1	5	10	-12	x	8	-5	11	0.7
S=C(Nc1ccc(Br)cc1)N1CCCC1	0.4	9	3	5	-2	7	-24	3	0.8
COC(=O)c1ccc(CNC(=O)c2ccc(COc3ccccc3)cc2)cc1	-0.8	6	-3	24	-1	16	10[fluorescence artefact?]	-4	0.3
O=[N+]([O-])c1ccc(Cl)c(/C=N/N2CCN(C3c4ccccc4-c4ccccc43)CC2)c1	1.4	8	9	14	7	-10	-9	26	0.6
CCN(CC)CC(=O)c1c[nH]c2ccc(OC)cc12	-0.3	8	-5	-4	-3	8	0	1	0.9
COCCCNC(=O)Cn1cc(/C=C(\C#N)C(=O)N2CCN(c3ccccc3)CC2)c2ccccc21	-1.4	4	-15	23	6	4	-5[fluorescence artefact?]	-25	-0.2
NC(=O)C1CNc2ccccc2O1 (configuration not stated)	1.0	10	-1	38	0	3	6	1	1.3
COc1ccc(C2C(C(=O)c3cccs3)=C(O)C(=O)N2Cc2cccnc2)cc1OC (configuration not stated)	1.3	15	6	6	-1	3	-7	28	0.6
O=C(CSC1=NCCS1)N1CCOCC1	0.1	1	-12	33	-7	-5	-6	9	-0.1
COc1ccc(-n2nnc3c(=O)n(Cc4cccc(C)c4)cnc32)cc1	1.9	9	11	2	14	5	4	-7	0.2
CCOC(=O)C1CCN(C(=O)Nc2ccc(Cl)cc2Cl)CC1	0.2	2	-16	-27	0	28	1[fluorescence artefact?]	-5	0.4
CCOc1ccc2nc(NCCNC(=O)C(C)(C)C)c(C)cc2c1	0.9	14&19	-16	8	5	-12	29	9&6	0.3
NS(=O)(=O)c1ccc(NC(=O)c2ccc(S(=O)(=O)N3CCc4ccccc43)cc2)cc1	0.1	3	12	-1	-1	3	-3	-84	-0.3
COc1ccc(N2C(=O)C3CCCN3C2c2cccc(OC)c2)cc1 (configuration not stated)	0.3	5	9	14	1	-23	7	10	0.2
COc1ccccc1/C=C/C(=O)OCC(=O)NCCC1=CCCCC1	-2.9	6	-29	-5	10	-15	-6	21	-1.1
Cc1cc(C)cc(-n2c(SC(C)C(=O)NCc3ccc4c(c3)OCO4)nc3ccccc3c2=O)c1 (configuration not stated)	-2.5	3	-7	-5	-1	-22	6	5	-0.2
O=C(CSc1ccccc1)Nc1ccc(C(=O)Nc2ccc(O)cc2)cc1	1.1	4	-4	25	1	17	2	-8	0.7
COc1ccc2[nH]cc(CCNC(=S)NCCc3ccccc3)c2c1	-1.4	10	29	23	-2	13	-9	-105	0.2
COc1ccc(NC(=S)N(CCc2c(C)[nH]c3ccccc23)Cc2cccnc2)cc1	-0.4	x	-12	-12	-2	3	-1	31	-0.4
Cc1ccc(NC(=O)COc2cccc(/C=C3\SC(=S)N(CCC(=O)O)C3=O)c2)cc1Cl	0.6	6	19	98*	x	-1	-2	9	0.7
Clc1cc2c(c(Cn3cnc4ccccc43)c1)OCOC2	0.9	7&15	-3	5	4	-1	7	20&42	-0.1
O=C(COn1nnc2ccccc21)N1CCN(Cc2ccccc2)CC1	1.2	9	1	6	1	10	-16	14	1.5
Cn1c(-c2cc3ccccc3oc2=O)nc2ccccc21	-2.1	10	8	-6	x	15	-2	-6	-1.3
CS(=O)(=O)N(CC(=O)NCC1CCCO1)c1cccc([N+](=O)[O-])c1 (configuration not stated)	-2.0	8	13	-17	-1	24	2	-10	-0.5
COc1ccc(CCNC(=O)C2CCCN(c3nc(C)cc(C)n3)C2)cc1 (configuration not stated)	-2.3	9&8	-27	4	2	17	1	36&-21	-0.5
CCc1ccc(/C=C/C(=O)C2C(=O)c3ccccc3C2=O)cc1	-2.7	10	11	90*	4	24	7	-10	-0.6
O=C(CSc1nnc(-c2cccnc2)n1Cc1ccco1)Nc1nc(-c2ccc(F)cc2)cs1	0.7	8	11	10	-3	1	2	12	-0.2
CCN1C(=O)N[C@@H](c2cccs2)C(C(C)=O)=C1C	x	7	x	-4	x	5	-2	-20	x
